TNAP act DEA: human TNAP activation, intermediate phosphate acceptor; purified TNAP, CDP-star luminescence, 100 mM DEA, 30 min; stronger effect = higher value; scale: 0 levamisole-inhibited, 1 vehicle-only enzyme; activation factor at 20 µM; 64,000 tested, under 10 active; AID 813;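 active means activation factor of at least 2 at 20 µM, relative to controls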
S1P1 ag pot: S1P1 (human) agonism or agonism potentiation; AID 449; P21453; S1P1 CRE-bla cells, forskolin, beta-lactamase FRET, potentiator mode; S1P1 agonist co-added at EC20, 2 nM; 100% = saturating reference agonist, 0% = basal; 56,000 compounds, 0.57% hits; activation, % at 9.5 µM;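 active means activation above a cutoff set at the mean activation of all tested compounds plus 3 SD, cut at about 54% in these data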;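 further: forskolin at 4 µM as EC80 and the EC20 agonist is SEW2871; 100% = SEW2871 at its EC100 plus forskolin at EC80; some compounds past the cut are filed as inactive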
Target sequence (P21453 whole entry, looked up): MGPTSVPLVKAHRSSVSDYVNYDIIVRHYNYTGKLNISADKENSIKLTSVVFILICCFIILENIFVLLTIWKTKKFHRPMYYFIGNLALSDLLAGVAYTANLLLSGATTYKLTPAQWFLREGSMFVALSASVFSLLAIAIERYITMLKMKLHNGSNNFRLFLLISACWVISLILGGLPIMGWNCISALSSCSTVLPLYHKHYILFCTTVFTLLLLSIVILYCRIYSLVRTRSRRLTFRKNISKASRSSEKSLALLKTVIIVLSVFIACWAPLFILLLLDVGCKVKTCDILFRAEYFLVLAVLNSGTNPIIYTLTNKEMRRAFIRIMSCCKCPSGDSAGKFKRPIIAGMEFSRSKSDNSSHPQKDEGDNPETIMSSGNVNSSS
Jurkat viability: cytotoxicity toward Jurkat cells | Jurkat E6.1 viability, ATP luminescence, 48 h | inhibition, % at 4 µM | 56,000 compounds, 1.2% hits | AID 463;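 active means inhibition above the mean inhibition of all tested compounds plus 3 SD, cut at about 28% in these data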
S1P3 ag: S1P3 (human) receptor agonism. Q99500. S1P3 NFAT-BLA reporter cells, FRET ratio; relative to 1 µM S1P, basal subtracted. activation, % at 4.5 µM. 60,000 compounds, 0.1% hits;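 active means activation above the screen-wide mean plus 3 SD, cut at about 4.5% in these data, passing the limit was not always enough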; further: some compounds called inactive have numbers as strong as hits
Target sequence (Q99500 whole entry, looked up): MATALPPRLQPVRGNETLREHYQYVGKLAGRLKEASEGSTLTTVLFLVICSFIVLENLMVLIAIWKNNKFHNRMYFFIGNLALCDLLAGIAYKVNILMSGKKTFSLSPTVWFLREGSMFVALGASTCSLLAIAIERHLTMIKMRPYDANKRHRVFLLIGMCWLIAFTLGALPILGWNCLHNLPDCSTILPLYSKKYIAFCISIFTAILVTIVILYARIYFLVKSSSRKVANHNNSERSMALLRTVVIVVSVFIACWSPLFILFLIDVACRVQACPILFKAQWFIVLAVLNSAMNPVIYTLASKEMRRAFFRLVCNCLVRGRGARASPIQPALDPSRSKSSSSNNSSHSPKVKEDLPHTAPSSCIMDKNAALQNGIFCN
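material = human S1P3 NFAT-BLA reporter CHO cells | schedule = 4 h compound at 37 °C, 2 h substrate at RT | measured by = fluorescent BLA substrate, ex 405 nm, em 460/535 nm ratio | controls = 1 µM S1P reference | replication = primary once, confirmation triplicate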
Ec RNAP inh: inhibitors of Escherichia coli RNA polymerase; P0A8V2; E. coli RNA polymerase, fluorescence transcription assay; inhibition, %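 (tested at 10 µM)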; 62,000 compounds, 0.2% hits; AID 559; in the data active means inhibition above about 20%;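 further: 0% = enzyme without compound and 100% = no enzyme blank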
HEK293 NFkB inh: lowers PMA/ionomycin-induced NF-kB signal in HEK293 cells; HEK-293 NF-kB luciferase reporter, luminescence; inhibition, % at 3 µM; 62,000 compounds, 0.21% hits;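 active means inhibition above the mean of all tested compounds plus 3 SD, cut at about 40% in these data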;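 further: 0% = stimulated DMSO wells and 100% = 10 µM reference inhibitor 5653914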
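Timing: 1 h pretreatment, 16 h stimulation, 37 °C; system: HEK-293 cells with stable firefly luciferase reporter driven by four HIV NF-kB elements; doses: 3 µM once, 0.30% DMSO; measured by: luciferase luminescence; control set: DMSO and 10 µM reference inhibitor; repeats: single test; reagent: PMA plus ionomycin mix as NF-kB-activating stimulus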
D1 mod: allosterically modulates the human D1 dopamine receptor; HEK293 D1, CRE-luciferase, dopamine EC30 potentiation; actives deviate in either direction; AID 641; B-score at 10 µM; 58,000 compounds, 5.9% hits; P21728;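 active means luminescence count or its row- and column-corrected plate score outside the 99.7% band of the plate's sample wells, on either side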
M1 agonist: agonists of M1 muscarinic receptor. CHO-M1 cells, Fluo-4 calcium fluorescence, agonist mode; stronger effect = higher value. B-score at 10 µM. 64,000 compounds, 3% hits. AID 626;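 active means fluorescence rise, raw or as B-score row- and column-corrected plate score, outside the 99.7% band of its plate's samples, either direction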
M1 antagonist: antagonists of rat M1 muscarinic receptor; CHO-M1 cells, Fluo-4 calcium, ACh EC80 antagonist mode; stronger effect = lower value; AID 628; 64,000 compounds, 3.4% hits; B-score at 10 µM;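 active means calcium fluorescence response, raw or row-and-column corrected B-score, differing from the plate sample mean either way at a set confidence level, mostly lower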
An asterisk follows results filed as active; nt = no result given. Random draw from the library (roughly 12% active in at least one column).

SMILES	TNAP act DEA	S1P1 ag pot	Jurkat viability	S1P3 ag	Ec RNAP inh	HEK293 NFkB inh	D1 mod	M1 agonist	M1 antagonist
COc1cc2ccccc2cc1C(=O)Nc1cccnc1	0.9	nt	-1	1.9	nt	-20	nt	0.54	2
COc1cccc(-c2csc(N3CCN(Cc4ccccc4)CC3)n2)c1	0.9	-10	5	-0.2	0	6	0.93	-1.1	0.92
CCOC(=O)c1c(NC(=O)CSc2nnc(-c3ccccc3C)n2C)sc(C(C)=O)c1C	0.9	16	16	-0.7	3	12	0.58	2.4*	-5.2*
CC(C)NC(=O)CN1CCN(c2ncccn2)CC1	0.8	-2	0	-1.0	0	12	-0.45	-0.31	-0.39
O=C(C1CC1)N1CCN=C1SCc1ccc(F)cc1	0.9	-16	4	-0.6	1	2	1.4	-0.57	-0.37
COc1ccc(-c2nnc(SCC(=O)N3CCN(c4ccccc4)CC3)o2)cc1OC	0.8	0	1	-0.2	9	18	0.13	0.36	0.11
CC(NC(=O)C1CCC1)c1ccc(Cl)cc1 (configuration not stated)	1	-13	0	-0.4	nt	20	1	0.44	-0.89
CN1CCN(Cc2nc3c(c(=O)n(C)c(=O)n3C)n2CCCc2ccccc2)CC1	1	nt	nt	nt	-1	20	0.26	-0.68	1.1
NC(=O)c1ccc(Br)c(S(=O)(=O)N2CCCCC2)c1	1	4	2	-1.3	5	23	1.3	-0.33	-0.34
CCOC(=O)c1ccc(-n2c(C)nc3ccccc3c2=O)cc1	0.9	-13	0	-0.3	1	6	0.0093	-0.51	0.58
COc1cccc(-c2cn3nc4c(nc3n2)CCCC4)c1	0.9	-6	20	-0.5	8	-36	-4.8*	0.074	0.39
CC(=O)Nc1c(C(=O)O)oc2ccc(Cl)cc12	1	1	-1	-0.4	4	9	-0.74	1.1	0.35
O=C(Nc1ccc(Nc2ccccc2)cc1)c1ccco1	0.8	nt	5	-0.4	nt	-51	nt	nt	nt
Cc1ccc(C)c(-n2c(SCC(=O)N3CCCC3)nnc2-c2ccccn2)c1	0.8	-10	-3	-1.3	-6	10	0.56	-0.0047	0.027
O=C(c1cccs1)N1CCc2ccccc21	0.9	2	9	-1.7	15	6	0.14	0.36	0.37

Going on with the list:
SMILES	TNAP act DEA	S1P1 ag pot	Jurkat viability	S1P3 ag	Ec RNAP inh	HEK293 NFkB inh	D1 mod	M1 agonist	M1 antagonist
CCOC(=O)C1CCc2nc3ccccc3c(=O)n21 (configuration not stated)	0.9	-12	3	-1.0	2	14	-0.33	0.69	-0.0088
CC(C)CCNC(=O)CCCn1c(=O)[nH]c2ccc(Br)cc2c1=O	1	nt	nt	nt	10	19	-0.69	-0.45	-0.01
O=C(c1oc(=O)c2ccccc2c1-c1ccccc1)N1CCC(O)CC1	0.9	-20	-6	-0.3	1	14	0.37	-0.53	-0.19
O=C(c1ccco1)N1CCN(C(=O)C2(S(=O)(=O)c3ccc(Cl)cc3)CC2)CC1	1	-13	6	0.0	6	11	0.57	-0.27	-0.013
COc1ccc(-n2c(SCC(=O)N3CCCCC3C)nnc2-c2cccnc2)cc1 (configuration not stated)	0.9	3	1	-0.5	5	5	0.095	0.62	0.012
CCOC(=O)N1CCN(C(=O)CSc2nnc(-c3cc(OC)ccc3OC)o2)CC1	1	-23	6	-0.8	7	1	1.2	-0.42	0.97
O=C(Cn1cc(C(=O)c2cccs2)c2ccccc21)NCC1CCCO1 (configuration not stated)	0.9	nt	-2	-1.2	3	19	0.087	1.3	-0.31
O=C(NCc1ccc(F)cc1)C1CC(=O)N(CCc2ccccc2)C1 (configuration not stated)	0.9	10	0	-0.3	4	8	-0.21	-0.098	0.93
O=C(Nc1nnc(C2CCCO2)s1)c1cccs1 (configuration not stated)	1	nt	3	-0.3	4	-11	0.018	-0.32	-0.45
CC(=O)CCc1ccc2oc(C(=O)O)c(C)c2c1	0.9	-25	-1	-0.2	1	21	-0.78	-0.039	-0.011
Nc1nc2ccccc2n1/N=C/c1ccc(-c2ccccc2)o1	0.9	13	1	0.0	12	-18	0.012	-2.8	-1.8
Cc1ccc(-c2nn(C)c(=O)c3ccccc23)cc1CO	0.9	2	-5	-0.3	1	13	nt	-0.07	0.02
COc1ccc(N(CC(=O)Nc2ccc(C)c(C)c2)S(=O)(=O)c2c(C)n[nH]c2C)cc1	1.1	-15	-9	-0.2	5	-4	nt	0.2	0.53
COc1ccccc1-c1c(C)oc2cc(OC(=O)c3ccco3)ccc2c1=O	0.9	nt	nt	nt	-5	14	0.76	-0.36	0.18
O=C(NCCC1=CCCCC1)c1ccc(=O)oc1	0.9	0	nt	-1.3	7	nt	nt	-0.17	-0.011

(more compounds)
SMILES	TNAP act DEA	S1P1 ag pot	Jurkat viability	S1P3 ag	Ec RNAP inh	HEK293 NFkB inh	D1 mod	M1 agonist	M1 antagonist
CC(=O)NCCc1cc2ccc(C)c(C)c2[nH]c1=O	0.9	-2	-9	-0.2	5	11	-0.37	0.092	0.14
Cc1ccc2[nH]c(=O)c(CN(Cc3cccs3)Cc3nnnn3CC3CCCO3)cc2c1 (configuration not stated)	0.9	-13	-6	0.0	17	6	1.2	1.3	0.14
COc1ccc(N2CCN(C(=O)c3ccc(N4C(=O)NC5CC4(C)Oc4ccccc45)cc3)CC2)cc1 (configuration not stated)	1	-8	10	0.1	2	11	-0.34	0.9	0.18
N#CN=C1CCCCCN1CC(N)=O	0.9	-7	3	-1.5	13	17	-0.55	-0.13	-0.011
O=C(CN1CCCCC1)Nc1ccc(S(=O)(=O)NC2CCCCC2)cc1	1	0	6	-1.9	8	24	1.1	nt	nt
CCOC(=O)c1cnc(SCc2nc(N)nc(Nc3ccc(C)cc3)n2)nc1N	1	-8	7	-0.8	7	12	2.3	-0.82	0.37
CCCCOC(=O)n1ccc(C(=O)Nc2ccccc2OC)n1	1	-17	0	-1.0	3	6	-0.33	-0.0051	0.18
CCN(CC)C(=O)C1=C(C)Nc2nnnn2C1c1cccnc1 (configuration not stated)	0.9	10	2	-0.5	-2	12	-0.033	-0.93	0.0031
CS(=O)(=O)N1CCN(c2nnc(-c3ccccc3)c3ccccc23)CC1	0.9	-5	0	-1.2	3	14	0.3	1	-0.55
Cc1cccc(NC(=O)C23CCC(C)(/C(=N/O)C2)C3(C)C)c1 (configuration not stated)	1	-4	-6	0.1	12	16	0.67	-0.012	0.65
Cc1ccccc1C(=O)c1cccn1CC(=O)NCC1CCCO1 (configuration not stated)	1	-2	-1	-0.5	2	1	0.63	0.74	-0.24
CCOC(=O)CNC(=O)c1nn(-c2ccc(OCC)cc2)c(=O)c2ccccc12	0.9	-12	-4	-0.9	4	3	1.4	0.61	-0.0041
Cc1[nH]n(-c2ccccc2)c(=O)c1/C=N/c1ccccn1	0.9	-13	4	-0.3	8	13	-0.72	0.99	0.65
CCCn1nnnc1SCC(=O)N1CCOCC1	0.9	-22	-7	-0.2	5	5	-0.88	nt	nt
CCCOc1cc(C)c(S(=O)(=O)NCCOC)cc1C	1	6	-2	-0.9	11	-10	nt	-1.9	-0.098

(more compounds)
SMILES	TNAP act DEA	S1P1 ag pot	Jurkat viability	S1P3 ag	Ec RNAP inh	HEK293 NFkB inh	D1 mod	M1 agonist	M1 antagonist
CCCCN(CC)CCNC(=O)c1cc2c(C)nc3ccccc3c2o1	0.8	13	13	-1.3	8	23	-1.6	-0.22	-1.3
CCc1cc2cc(C)cc(C)c2nc1SCC(=O)N1CCN(C(=O)c2ccco2)CC1	0.9	29	0	-0.1	4	6	1.9	0.38	1.2
Cc1ccc(-c2nnc(SCC(=O)Nc3ccccc3F)o2)cc1	0.9	-4	15	0.5	7	-13	-4.6	0.016	0.61
CCCCn1c(=N)n(CC(O)COc2ccccc2)c2ccccc21 (configuration not stated)	0.9	1	7	-0.9	0	26	-1.5	0.013	-2.3*
CC(C)n1c(-c2ccc(N(C)C)cc2)nc2ccccc21	0.9	19	6	-1.4	-4	-19	-4.6*	-0.95	-1.1
Cc1ccc(C(C(=O)NCc2ccco2)N(CC2CCCO2)C(=O)Cn2nnc3ccccc32)cc1 (configuration not stated)	1	11	-1	-0.7	5	21	0.12	-0.017	-0.12
CCOC(=O)c1cc(NC(=O)c2ccoc2C)cc(C(=O)OCC)c1	0.9	20	-4	-0.6	0	2	2.2	0.94	-0.034
C=CCSc1nnc(-c2c[nH]c3ccccc23)n1CCOC	0.9	16	3	1.8	7	5	0.31	0.77	0.0051
Cc1nc(C)c2c(=O)cc(-c3ccccc3)[nH]c2n1	0.9	13	54*	-0.6	5	24	1.1	-1	1.7
CC1(C)CC(=O)C2=C(C1)N(CC1CCCO1)C(=O)C2(NC(=O)c1cccnc1)C(F)(F)F (configuration not stated)	1	-20	-5	0.5	12	-11	0.048	0.68	0.17
CCCOC(=O)C1=C(C)NC2=C(C(=O)CC(C)(C)C2)C1c1ccc(N(C)C)cc1 (configuration not stated)	0.9	nt	6	-0.5	-7	4	0.016	0.048	0.77
COc1ccc(CN2C(=O)CCC2(C)C(=O)NC2CCCCCC2)cc1 (configuration not stated)	1	17	9	-0.1	-2	12	-0.21	0.49	0.15
CCn1c(=O)cc(OCC(=O)Nc2ccccc2C#N)c2ccccc21	0.9	-40	-16	0.2	2	-4	-1.2	2.2*	-1.1
OCc1cn(-c2ccccc2)nc1-c1cccnc1	0.9	-11	-6	-1.4	-3	10	0.27	-0.8	0.12
Cc1cc(NC(=O)c2cn(C3CCCCC3)c(=O)c3c2c2ccccc2n3C)no1	0.9	10	-4	0.2	0	16	nt	0.033	-0.046

The listing continues.
SMILES	TNAP act DEA	S1P1 ag pot	Jurkat viability	S1P3 ag	Ec RNAP inh	HEK293 NFkB inh	D1 mod	M1 agonist	M1 antagonist
COC(=O)c1ccc2c(=O)n(CCCCCC(=O)N3CCN(c4ccc(F)cc4)CC3)c(=O)[nH]c2c1	1.1	-3	-7	-0.2	4	19	-0.72	-0.27	0.061
CN(CCC#N)CC(=O)Nc1ccc(NC(=O)CN(C)CCC#N)cc1	0.9	-15	-3	-0.1	5	9	nt	0.74	-14*
Cc1nc(CNS(=O)(=O)c2cc(F)ccc2F)cs1	nt	11	-8	0.5	nt	12	1.4	0.17	0
CCOC(=O)Cc1csc(NC(=O)c2cccc(N3C(=O)CCC3=O)c2)n1	1	-21	4	-0.5	4	-9	-0.53	-0.4	0.45
Cc1ccc(NC(=O)N2CCC(c3nc4c(nnn4Cc4cccc(Cl)c4)c(=O)[nH]3)CC2)cc1	0.9	-24	-6	-0.2	6	12	-2.9	-0.26	-0.0071
Cc1ccc(CNC(=O)C2CCCN(S(C)(=O)=O)C2)cc1 (configuration not stated)	0.9	nt	nt	nt	4	8	-0.39	0.13	-0.081
COc1ccc(C(C)=O)cc1COC(=O)c1ccc2c(c1)OCO2	0.9	-3	-3	0.0	-11	7	2.5	-0.14	-0.63
c1ccc(CSc2ncccn2)cc1	0.9	-31	0	-0.2	6	12	0.067	0.47	-0.66

Profiles, looked up by structure.
`COc1cc2ccccc2cc1C(=O)Nc1cccnc1` reads TNAP act DEA: 0.9; S1P1 ag pot: nt; Jurkat viability: -1; S1P3 ag: 1.9; Ec RNAP inh: nt; HEK293 NFkB inh: -20; D1 mod: nt; M1 agonist: 0.54; M1 antagonist: 2
`CC(=O)NCCc1cc2ccc(C)c(C)c2[nH]c1=O` reads TNAP act DEA: 0.9; S1P1 ag pot: -2; Jurkat viability: -9; S1P3 ag: -0.2; Ec RNAP inh: 5; HEK293 NFkB inh: 11; D1 mod: -0.37; M1 agonist: 0.092; M1 antagonist: 0.14

Assay outcomes deposited in PubChem by several laboratories.
